Bioassay records as filed in PubChem.
CHT allo act = human CHT allosteric activation; Q9GZV3; CHT-expressing cells, membrane potential dye, choline EC20; hits give high values; LV-AA mutant CHT in HEK293 cells; B-score at 10 µM; 310,000 compounds, 0.49% hits; AID 488977;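 active means initial fluorescence not abnormally high and integrated response B-score, plate-corrected, over 3 SD above library mean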
Target sequence (Q9GZV3 whole entry, looked up): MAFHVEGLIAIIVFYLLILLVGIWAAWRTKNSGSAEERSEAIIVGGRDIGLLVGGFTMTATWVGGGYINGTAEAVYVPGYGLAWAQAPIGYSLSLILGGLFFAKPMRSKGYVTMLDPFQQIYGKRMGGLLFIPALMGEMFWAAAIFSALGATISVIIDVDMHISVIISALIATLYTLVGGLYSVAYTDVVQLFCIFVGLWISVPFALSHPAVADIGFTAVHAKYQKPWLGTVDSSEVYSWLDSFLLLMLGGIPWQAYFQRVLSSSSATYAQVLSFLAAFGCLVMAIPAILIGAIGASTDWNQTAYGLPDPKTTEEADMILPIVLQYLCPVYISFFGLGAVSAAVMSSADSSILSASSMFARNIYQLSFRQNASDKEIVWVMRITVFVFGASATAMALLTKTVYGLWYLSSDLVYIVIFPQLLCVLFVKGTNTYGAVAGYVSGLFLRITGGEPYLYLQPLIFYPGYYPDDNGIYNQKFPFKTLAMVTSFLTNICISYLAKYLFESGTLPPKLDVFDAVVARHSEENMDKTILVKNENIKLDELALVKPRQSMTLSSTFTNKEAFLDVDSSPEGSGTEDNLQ
CHT block = inhibits the human high affinity choline transporter; B-score at 10 µM; 310,000 compounds, 0.86% hits; Q9GZV3; CHT-expressing cells, membrane potential dye, choline response; hits give low values;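 active means B-score over 3 SD under the library average, and starting fluorescence ratio not unusually high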;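 further: choline stimulus applied at its EC90 after an EC20 pre-addition; B-score computed on integrated fluorescence ratio after choline addition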
Starred values were filed as active, the others as inactive.

Results for Cn1c(SCC(=O)NCc2ccc3c(c2)OCO3)nnc1-c1cccs1 ?
CHT allo act: inactive; CHT block: inactive

What do the screens show for `CN(Cc1ccccc1)C(=O)CN(Cc1ccccc1)S(C)(=O)=O`?
CHT allo act: inactive; CHT block: inactive

What do the screens show for `O=C(NC(=S)Nc1nc2ccccc2s1)c1ccco1`?
CHT allo act: inactive; CHT block: inactive

Results for Cc1cc(C)c2c(n1)nn1c(NCCOCCO)cc(C)nc21 ?
CHT allo act: 8.53*; CHT block: inactive

How did CCN1CCN(C(=O)CSc2nc3c(c(=O)n(C)c(=O)n3C)n2C)CC1 do in these assays?
CHT allo act: inactive; CHT block: inactive

Results for Cc1nc(-c2ccc(S(=O)(=O)N3CCN(Cc4ccccc4)CC3)s2)cs1 ?
CHT allo act: inactive; CHT block: inactive

Results for CC1(C)C(c2ccccn2)=[N+]([O-])C(C)(C)N1O ?
CHT allo act: inactive; CHT block: inactive

Results for Cc1ccc2cccnc2c1NC(=S)NC(=O)c1ccccc1 ?
CHT allo act: inactive; CHT block: inactive

Results for Cc1cccnc1NC(=O)COc1ccc2c(c1)CCC2 ?
CHT allo act: inactive; CHT block: inactive

What do the screens show for `CCc1cccc(NC(=O)Cn2cc3c(n2)CCCC3)c1`?
CHT allo act: inactive; CHT block: inactive

Results for O=C(NC1CC1)C1=C[C@@H](c2ccc3c(c2)OCO3)C[C@@H](OCCCCO)O1 ?
CHT allo act: inactive; CHT block: inactive

What do the screens show for `CN(CC(=O)NCCc1ccccc1)S(=O)(=O)c1ccccc1`?
CHT allo act: inactive; CHT block: inactive

Results for COC(=O)c1ccccc1NC(=O)Cn1cnc2c1c(=O)n(C)c(=O)n2C ?
CHT allo act: inactive; CHT block: inactive

How did Cc1ccccc1OCC(O)CN1CCN(CC(O)COc2ccccc2C)C(C)C1 (configuration not stated) do in these assays?
CHT allo act: inactive; CHT block: inactive

What do the screens show for `COC(=O)[C@@H](N)Cc1ccc(O)cc1`?
CHT allo act: inactive; CHT block: inactive

Results for COc1cccc(COC(=O)C2CCN(C(=O)c3ccc(F)cc3)CC2)c1OC ?
CHT allo act: inactive; CHT block: inactive

How did COc1ccc(-c2nnc3sc(C(C)N4C(=O)c5ccccc5C4=O)nn23)cc1 (configuration not stated) do in these assays?
CHT allo act: inactive; CHT block: inactive

How did CCOC(=O)C1CCN(C(=O)C2CCN(c3ncnc4c3nc3n4CCCCC3)CC2)CC1 do in these assays?
CHT allo act: inactive; CHT block: inactive

Results for CC(NS(=O)(=O)c1ccccc1)C1CC2CCC1C2 (configuration not stated) ?
CHT allo act: inactive; CHT block: inactive

How did Cc1cccc(-c2nc3cc([N+](=O)[O-])ccc3o2)c1 do in these assays?
CHT allo act: inactive; CHT block: inactive

Sorted by length of the SMILES (descending): some entries from above.
How did Cc1cccc(-c2nc3cc([N+](=O)[O-])ccc3o2)c1 do in these assays?
CHT allo act: inactive; CHT block: inactive

Results for Cc1cc(C)c2c(n1)nn1c(NCCOCCO)cc(C)nc21 ?
CHT allo act: 8.53*; CHT block: inactive

What do the screens show for `CCc1cccc(NC(=O)Cn2cc3c(n2)CCCC3)c1`?
CHT allo act: inactive; CHT block: inactive

Results for Cc1cccnc1NC(=O)COc1ccc2c(c1)CCC2 ?
CHT allo act: inactive; CHT block: inactive

New compounds follow.
What do the screens show for `COc1cccc2sc(NNC(=O)COc3ccccc3)nc12`?
CHT allo act: inactive; CHT block: inactive

Results for COc1cc(NC(=O)CSc2ncnc3sc4c(c23)CCC(C)C4)c(C(=O)O)cc1OC (configuration not stated) ?
CHT allo act: inactive; CHT block: -6.3*

Results for Cc1ccc(Cn2ccc(NC(=O)c3nn(C)cc3[N+](=O)[O-])n2)cc1 ?
CHT allo act: inactive; CHT block: inactive

Results for N/C(Cc1ccc(Cl)cc1Cl)=N\OC(=O)Cc1ccccc1 ?
CHT allo act: inactive; CHT block: inactive

Results for Cc1cccc(NC(=O)CC2C(=O)NCCN2C(=O)Nc2ccc(Cl)cc2)c1 (configuration not stated) ?
CHT allo act: inactive; CHT block: inactive

How did CCOc1ccccc1CNC(=O)CCCn1ccc2cc(S(=O)(=O)N3CCCC3)ccc21 do in these assays?
CHT allo act: inactive; CHT block: inactive

Results for CCOC(=O)N1CCN(c2c(NCCCN(CC)Cc3ccccc3)c(=O)c2=O)CC1 ?
CHT allo act: inactive; CHT block: inactive

Results for CCCCCCN1C=CC(=C2C(=O)c3ccccc3C2=O)C=C1 ?
CHT allo act: inactive; CHT block: inactive

Results for CC(NC(=O)CNC(=O)C1CCCCC1)c1cccc(Cl)c1 (configuration not stated) ?
CHT allo act: inactive; CHT block: inactive

What do the screens show for `Cc1cc(C)c(NC(=O)CSc2ccc3nnc(CCNC(=O)c4ccccc4)n3n2)c(C)c1`?
CHT allo act: inactive; CHT block: inactive

Results for Cc1csc(NC(=O)CCN2C(=O)c3ccccc3S2(=O)=O)n1 ?
CHT allo act: inactive; CHT block: -5.93*

What do the screens show for `O=C(c1cccc(Br)c1)N1CCCC1`?
CHT allo act: inactive; CHT block: inactive

What do the screens show for `FC(F)(F)c1cccnc1N1CCN(c2ncnc3nc[nH]c23)CC1`?
CHT allo act: inactive; CHT block: inactive

What do the screens show for `COc1ccccc1CNC(=O)c1cc2sccc2n1C`?
CHT allo act: inactive; CHT block: inactive

How did Cc1nn(C)cc1CNCc1ccc(OCC(O)CN(C)Cc2ccccc2)cc1 (configuration not stated) do in these assays?
CHT allo act: inactive; CHT block: inactive

What do the screens show for `O=C1N/C(=N\S(=O)(=O)Cc2ccccc2)S/C1=C/c1cc([N+](=O)[O-])ccc1O`?
CHT allo act: inactive; CHT block: inactive

Results for CCOc1ccccc1N(C)C(=O)c1cn(C)c(=O)c2ccccc12 ?
CHT allo act: inactive; CHT block: inactive

What do the screens show for `O=C(OCCn1cncn1)c1cc2ccccc2oc1=O`?
CHT allo act: inactive; CHT block: inactive

Results for CC(=O)Nc1cccc(NC(=O)CSc2ncc(-c3ccc(Cl)cc3)n2Cc2ccco2)c1 ?
CHT allo act: inactive; CHT block: inactive

Results for CCC1CCCCN1S(=O)(=O)c1ccccc1[N+](=O)[O-] (configuration not stated) ?
CHT allo act: inactive; CHT block: inactive

What do the screens show for `CC(=O)Nc1c2c3c(cccc3n(C)c1=O)C(=O)c1ccccc1-2`?
CHT allo act: inactive; CHT block: -5.86*

How did Cc1ccc(NC(=O)CSCC(=O)Nc2ccc(S(=O)(=O)N3CCOCC3)cc2)cc1 do in these assays?
CHT allo act: inactive; CHT block: inactive

Results for Fc1cccc(Nc2nc(-c3ccncc3)nc3ccccc23)c1 ?
CHT allo act: inactive; CHT block: inactive

What do the screens show for `CC(C)(C)NC(=O)Cn1c(SCC(=O)NC2CCCC2)nc2ccccc21`?
CHT allo act: inactive; CHT block: inactive

What do the screens show for `CCOc1ccc(NC(=O)CSc2nc(N3CCOCC3)nc(N3CCOCC3)n2)cc1`?
CHT allo act: inactive; CHT block: inactive

Results for O=C(CN1C(=O)S/C(=C\C=C\c2ccccc2)C1=O)Nc1ccc(O)cc1 ?
CHT allo act: inactive; CHT block: inactive

How did COc1ccc(C(C(=O)NC2CCCC2)N(C(=O)CNC(=O)c2ccco2)c2cccnc2)cc1 (configuration not stated) do in these assays?
CHT allo act: inactive; CHT block: inactive

What do the screens show for `Cc1ccnc(N=Cc2nc(-c3ccccc3Br)oc2O)c1`?
CHT allo act: inactive; CHT block: inactive

How did COc1ccc(C)cc1N(CC(=O)N1CCc2ccccc2C1)S(C)(=O)=O do in these assays?
CHT allo act: inactive; CHT block: inactive

Results for CCC(Sc1nc(=O)cc(N)n1-c1ccccc1)C(=O)Nc1cc(C)on1 (configuration not stated) ?
CHT allo act: inactive; CHT block: inactive

What do the screens show for `COc1cccc(N(C(=O)c2cnccn2)C(C(=O)NC2CCCCC2)c2ccc(Cl)cc2)c1` (configuration not stated)?
CHT allo act: inactive; CHT block: inactive

How did O=c1cc(N2CCN(c3ccccc3)CC2)[nH]c(=O)n1-c1ccccc1 do in these assays?
CHT allo act: inactive; CHT block: inactive

What do the screens show for `O=C(Cc1ccc(Cl)cc1)NNC(=O)C1CC=CCC1C(=O)O` (configuration not stated)?
CHT allo act: inactive; CHT block: inactive

Results for O=C(Nc1ncc([N+](=O)[O-])s1)c1ccco1 ?
CHT allo act: inactive; CHT block: inactive

What do the screens show for `O=C(CSc1nnc(-c2ccc(C(F)(F)F)cn2)s1)c1ccccc1`?
CHT allo act: inactive; CHT block: inactive

How did COc1cccc(NS(=O)(=O)NC(=O)c2c(C)[nH]c3ccccc23)c1 do in these assays?
CHT allo act: inactive; CHT block: inactive

How did O=S(=O)(Nc1ccccn1)c1ccc(Cl)cc1 do in these assays?
CHT allo act: inactive; CHT block: inactive

How did Cc1ccc(S(=O)(=O)NC(Cc2c[nH]c3ccccc23)C(=O)O)cc1 (configuration not stated) do in these assays?
CHT allo act: inactive; CHT block: inactive

What do the screens show for `CC(=O)c1ccc(NC(=O)CSc2ccc(-c3ccco3)nn2)cc1`?
CHT allo act: inactive; CHT block: inactive

How did Cc1ccnc(NC(=O)CNC(=O)c2ccccc2Br)c1 do in these assays?
CHT allo act: inactive; CHT block: inactive

Results for Cc1ccc2nc(C(=O)O)c(C(=O)O)nc2c1 ?
CHT allo act: inactive; CHT block: inactive

What do the screens show for `Clc1ccc(Cn2ncc3c(NCCN4CCOCC4)ncnc32)cc1`?
CHT allo act: inactive; CHT block: inactive

What do the screens show for `Cc1ccc(N(CCC(=O)Nc2nnc(C3CC3)s2)S(=O)(=O)c2ccccc2)cc1`?
CHT allo act: inactive; CHT block: inactive

What do the screens show for `Cc1cccc(N2CCN(S(=O)(=O)c3ccc4c(c3)CCN4C(=O)CCC(=O)O)CC2C)c1` (configuration not stated)?
CHT allo act: inactive; CHT block: inactive

Results for CCCCc1ccc(NC(=S)N2CCN(C(=O)OCC)CC2)cc1 ?
CHT allo act: inactive; CHT block: inactive

Results for CC1(C)NC(=O)N(CCCOc2ccccc2Br)C1=O ?
CHT allo act: inactive; CHT block: inactive

What do the screens show for `Cc1ccc(S(=O)(=O)Nc2cc3c(C(=O)Nc4ccccc4)c(C)oc3c3ccccc23)cc1`?
CHT allo act: inactive; CHT block: inactive

How did Cc1ccc(CNC(=O)C2CCN(S(=O)(=O)c3ccc4c(c3)OCCCO4)CC2)cc1 do in these assays?
CHT allo act: inactive; CHT block: inactive

Results for CN1C(=O)/C(=C\c2ccncc2)SC1=Nc1ccccc1 ?
CHT allo act: inactive; CHT block: inactive

How did NS(=O)(=O)c1ccc(CCNC(=O)C2CCC(CNS(=O)(=O)c3ccc(Br)s3)CC2)cc1 (configuration not stated) do in these assays?
CHT allo act: inactive; CHT block: inactive

What do the screens show for `COc1ccc2[nH]c(=O)c(CN(C(=O)C(C)C)c3ccccc3OC)cc2c1`?
CHT allo act: inactive; CHT block: inactive

How did Cc1ccc(NS(=O)(=O)c2ccc3c(c2)NC(=O)CCS3)cc1F do in these assays?
CHT allo act: inactive; CHT block: inactive

How did CCOC(=O)c1oc2ccccc2c1NC(=O)CN1CCOCC1 do in these assays?
CHT allo act: inactive; CHT block: inactive

What do the screens show for `CCOC(CC(=O)NNC(=O)c1c(-c2ccccc2Cl)noc1C)OCC`?
CHT allo act: inactive; CHT block: inactive

What do the screens show for `O=C(O)/C=C/c1cnc2ccccc2c1`?
CHT allo act: inactive; CHT block: inactive

Results for CCOC(=O)c1ccc(N2C(=O)C(CC(=O)NC)N(CCc3ccc(OC)c(OC)c3)C2=S)cc1 (configuration not stated) ?
CHT allo act: inactive; CHT block: inactive

How did CC1CC(C)CN(S(=O)(=O)c2ccc3c(c2)CCN3C(=O)CCC(=O)O)C1 (configuration not stated) do in these assays?
CHT allo act: inactive; CHT block: inactive

Results for Cc1ccc(C(=O)Nc2ccncc2)o1 ?
CHT allo act: inactive; CHT block: inactive

Results for N#Cc1sc2nc(C3CC3)cc(-c3ccccc3)c2c1N ?
CHT allo act: inactive; CHT block: inactive

Results for CN(C(=O)COC(=O)/C=C/c1cccc([N+](=O)[O-])c1)C1CCS(=O)(=O)C1 (configuration not stated) ?
CHT allo act: inactive; CHT block: inactive

What do the screens show for `O=C1NCCN(Cc2cccc(Oc3ccccc3)c2)C1CC(=O)N1CCCO1` (configuration not stated)?
CHT allo act: inactive; CHT block: inactive

What do the screens show for `CC(C)(C)c1ccc(C(=O)NCCC(=O)N2CCN(c3ncccn3)CC2)cc1`?
CHT allo act: inactive; CHT block: inactive

Filtered by structure: the compounds so far containing a furan ring, fused or not (eight)
What do the screens show for `O=C(NC(=S)Nc1nc2ccccc2s1)c1ccco1`?
CHT allo act: inactive; CHT block: inactive

Results for CC(=O)Nc1cccc(NC(=O)CSc2ncc(-c3ccc(Cl)cc3)n2Cc2ccco2)c1 ?
CHT allo act: inactive; CHT block: inactive

How did COc1ccc(C(C(=O)NC2CCCC2)N(C(=O)CNC(=O)c2ccco2)c2cccnc2)cc1 (configuration not stated) do in these assays?
CHT allo act: inactive; CHT block: inactive

Results for O=C(Nc1ncc([N+](=O)[O-])s1)c1ccco1 ?
CHT allo act: inactive; CHT block: inactive

What do the screens show for `CC(=O)c1ccc(NC(=O)CSc2ccc(-c3ccco3)nn2)cc1`?
CHT allo act: inactive; CHT block: inactive

What do the screens show for `Cc1ccc(S(=O)(=O)Nc2cc3c(C(=O)Nc4ccccc4)c(C)oc3c3ccccc23)cc1`?
CHT allo act: inactive; CHT block: inactive

How did CCOC(=O)c1oc2ccccc2c1NC(=O)CN1CCOCC1 do in these assays?
CHT allo act: inactive; CHT block: inactive

Results for Cc1ccc(C(=O)Nc2ccncc2)o1 ?
CHT allo act: inactive; CHT block: inactive
